Source: PubChem
HGIII-sPLA2 inh – Inhibits HGIII-sPLA2 liposome hydrolysis, primary screen | Q9NZ20 | QFRET BODIPY PC-A2 liposome hydrolysis, fluorescence | inhibition, % at 12.2 µM | 370,000 tested, 0.56% active;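 active means inhibition above mean plus 3 SD of compounds lying within the high and low control bounds, cut at about 19% in these data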;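 further: 0% = median of test compound wells and 100% = no enzyme DMSO wells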
PLCb3 inh – inhibitors of human phospholipase C beta3; inhibition, % at 12.2 µM; Q01970; Purified PLC-beta3, fluorogenic substrate, fluorescence; 370,000 tested, 0.18% active; in the data active means inhibition above about 11%;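 further: 0% = median of compound wells on plate and 100% = full blocker control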
ssDAF12 agonist – activators of S. stercoralis DAF-12 nuclear receptor | HEK293 ssDAF-12/GRIP1 lit1-tk-luc reporter, luminescence; % of 3 µM dafachronic acid response | activation, % at 6.8 µM | 370,000 tested, 1% active;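 active means activation above the mean over all tested compounds plus 3 SD, cut at about 0.9% in these data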;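 further: 0% = DMSO-only wells and 100% = 3 µM delta7-dafachronic acid wells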
GAA850 FXN act – frataxin GAA850 promoter activation; activation, % at 6 µM; 360,000 tested, 0.56% active; HEK293 lucGAA850 FXN promoter luciferase reporter, 24 h; percent of 10 µM SAHA response;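 active means activation above the average of all compounds screened plus 3 SD, cutoff fixed separately per campaign, cut at about 7.5% in these data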;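 further: 0% = DMSO wells and 100% = 10 µM SAHA wells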
hcDAF12 agonist – activators of H. contortus DAF-12 nuclear receptor; HEK293 hcDAF-12 lit1-tk-luc reporter, luminescence; 0% DMSO, 100% Δ7-dafachronic acid; activation, % at 6.8 µM; 370,000 tested, 1.4% active; AID 652067;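 active means activation above the mean of all tested compounds plus 3 SD, cut at about 5.5% in these data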;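 further: 100% = response to 3 µM Δ7-dafachronic acid high control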
DAX1 inh-1 – NR0B1 (DAX1) inhibition | AID 504766 | 340,000 tested, 0.99% active | P51843 | inhibition, % at 6.75 µM | HEK293 Gal4-DAX1 luciferase reporter, luminescence;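 active means inhibition above the mean over all tested compounds plus 3 SD, cut at about 4.2% in these data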;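 further: 0% = DAX1-transfected cells with DMSO and 100% = empty-vector control cells with DMSO; inhibition shows as a rise in luminescence from relieved DAX1 repression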
PG9 binder – PG9 antibody binding by small molecule; 360,000 tested, 0.43% active; TR-FRET gp120-PG9 antibody binding; inhibition, % at 6.7 µM; in the data active means inhibition above about 8.5%
Rev-erbA mod – modulators of human Rev-erb alpha DNA binding; 370,000 tested, 0.79% active; P20393; activity, % at 10 µM; Rev-erbα–FITC-DNA binding, fluorescence polarization, 90 min;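 active means activity above about 14%, limit read from the data; passing the limit was not always enough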;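 further: 0% = DMSO wells with 35 nM protein and 100% = DMSO wells with 750 nM protein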
DAX1 inh-2 – inhibitors of DAX1 repression of SF-1 activated StAR promoter. HEK293T StAR-luciferase reporter, SF-1/DAX-1 repression relief. inhibition, % at 6.8 µM. 370,000 tested, 1.1% active. AID 652010;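 active means inhibition above the mean over all tested compounds plus 3 SD, cut at about 3.6% in these data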;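 further: 0% = DAX-1 cells with DMSO and 100% = cells lacking DAX-1 with DMSO; higher inhibition means more luminescence from relief of DAX-1 repression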
hgDAF12 agonist – agonists of H. glycines DAF-12 nuclear receptor; HEK293 GAL4-hgDAF12 UAS-luciferase reporter, agonist luminescence; normalized to butyrate control; activation, % at 6.8 µM; 370,000 tested, 1.8% active;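 active means activation above a cutoff set at the mean of all screened compounds plus 3 SD, cut at about 10% in these data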;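 further: 0% = DMSO wells and 100% = sodium butyrate wells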
SMARCA2 act – activators of SMARCA2 function; MG213 cells, MMTV-luciferase reporter, dexamethasone, overnight; activation, % at 9.1 µM; 370,000 tested, 1% active; in the data active means activation above about 7.8%;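 further: 0% = vehicle wells and 100% = reference activator wells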
Numbers without * were called inactive; . = no result given.

SMILES	HGIII-sPLA2 inh	PLCb3 inh	ssDAF12 agonist	GAA850 FXN act	hcDAF12 agonist	DAX1 inh-1	PG9 binder	Rev-erbA mod	DAX1 inh-2	hgDAF12 agonist	SMARCA2 act
CCOCCN1CCN(C2c3ccccc3CSc3ccccc32)CC1 (stereo not drawn)	-18.9	-4.0	-0.9	1.5	-1.3	2.5	-2.0	0.8	0.5	0.6	-3.4
CCN(CC(=O)Nc1ccccc1C(F)(F)F)C(=O)CSCc1c(C)noc1C	-6.5	2.1	-1.4	0.0	-1.9	0.1	0.7	-0.8	-1.8	0.3	-0.5
CCN(C)C(=O)CNc1nnnn1-c1ccccc1	-0.5	1.1	-0.6	.	-1.5	.	.	0.9	-0.9	5.8	-0.6
C[C@H](CO)N1C[C@H](C)[C@@H](CN(C)Cc2ccc(Cl)c(Cl)c2)Oc2c(NC(=O)C3CCOCC3)cccc2C1=O	-13.1	0.9	-1.0	-7.3	-1.3	-1.3	-1.3	-0.1	-0.5	-2.2	2.4
CC(C)CC(O)(c1ccccc1)C(CN1CCOCC1)c1ccccc1 (stereo not drawn)	4.3	-2.3	-2.0	0.7	-1.5	-0.8	-0.3	7.7	-0.6	0.4	-1.1
O=C(Cn1nc(-c2ccccc2)nc1-c1ccccc1)OC1CCCCC1	-1.7	-3.2	-1.4	1.0	-1.3	-0.7	0.9	-1.6	-0.4	-0.1	1.3
Cc1ccc(S(=O)(=O)N2CCN(C(=O)n3ccnc3)CC2)cc1	14.1	-8.0	-0.5	2.8	-1.4	0.6	-1.0	1.1	0.4	-0.7	-1.6
COc1ccc(C2=NOC(Cn3nc(-c4ccccc4)cc3C(=O)NCc3cccc(Br)c3)C2)cc1 (stereo not drawn)	7.5	15.6*	-0.9	-1.7	-2.0	2.1	-3.8	0.5	-0.3	-0.7	-2.1
CCNC(=S)NCc1ccc(OC)c(OC)c1	1.4	-3.8	-1.7	0.4	1.2	0.4	-0.1	-3.6	0.2	0.4	-0.7
CC(C)CN(C(=O)CN1C(=O)NC(c2ccccc2)(c2ccccc2)C1=O)C1CCS(=O)(=O)C1 (stereo not drawn)	-12.4	1.9	-1.4	-0.6	0.6	-0.7	1.7	-1.3	2.1	0.8	-0.4
COCCn1c(N)c(C(=O)c2cccc(S(=O)(=O)N3CCCCCC3)c2)c(=O)[nH]c1=O	2.8	-5.9	-1.4	0.5	-2.0	-0.9	0.8	-1.5	-1.1	0.3	-1.5
CC1Sc2ccc(S(=O)(=O)CCC(=O)N3CCCC3)cc2NC1=O (stereo not drawn)	6.2	-2.4	-0.8	0.0	1.0	0.4	-1.2	-3.2	-0.1	0.6	-2.1
CCC1(c2ccccc2)NC(=O)N(CC(=O)NNC(=O)c2ccc(F)cc2)C1=O (stereo not drawn)	-1.6	3.1	-1.4	1.0	1.7	-0.4	-3.0	4.1	1.1	0.1	2.2
Cc1ccc(C(NC(=O)Nc2ccccn2)C(Cl)(Cl)Cl)cc1F (stereo not drawn)	-3.3	-2.7	-0.5	-0.6	-1.8	-1.1	-0.6	-3.1	0.1	0.3	2.4
Cc1csc(NC(=O)c2ccc(C)c([N+](=O)[O-])c2)n1	16.3	1.6	0.8	0.6	11.6*	-0.8	-1.0	-0.3	5.9*	14.5*	1.4
COc1ccc2c(=O)c(C(=O)O)c(-c3ccc4c(c3)OCO4)n(C)c2c1	10.5	-81.0	-1.6	-1.1	-1.5	-0.4	3.0	-2.1	0.2	0.2	-1.0
Cc1ccccc1C(=O)NC(CC(C)C)C(=O)Nc1ccc(S(N)(=O)=O)cc1 (stereo not drawn)	-2.2	0.4	-0.9	0.0	-0.6	-0.1	0.3	5.2	-0.4	3.8	-1.6
c1ccc2[nH]c(N3CCOCC3)nc2c1	3.1	3.5	-1.2	-1.0	-0.4	-0.2	0.5	8.1	2.2	-1.2	-0.8
Cc1nc2ccccc2c(=O)n1-c1ccc(F)c(NS(=O)(=O)c2ccccc2F)c1	-5.0	-2.1	-1.1	0.9	0.4	1.1	-2.3	-2.6	1.4	-0.8	0.5
COc1ccc(/C=C/CN2CCC(Oc3ccc(C(=O)N4CCCCC4)cc3)CC2)cc1	-19.7	-8.1	-1.2	1.0	-0.1	0.1	1.0	1.1	-0.7	-2.2	-0.3
O=C(Cc1ccc(NC(=O)C2CCN(C(=O)C3CCCC3)CC2)cc1)Nc1cccc(C(=O)N2CCCCC2)c1	-13.6	3.8	-0.9	-0.1	-2.7	1.1	1.9	0.2	-0.1	-3.3	0.7
COc1cc(NC(=O)COC(=O)/C=C/c2c(C)nn(C3CCS(=O)(=O)C3)c2Cl)cc(OC)c1OC (stereo not drawn)	-1.6	1.0	-0.6	4.0	-1.4	0.3	-0.5	-2.9	0.9	-0.9	-0.2
COc1ccc(C)cc1S(=O)(=O)N1CCC(C(=O)N2CCN(C)CC2)CC1	-2.6	3.0	-1.2	0.8	-0.6	0.5	-3.6	2.1	0.2	0.1	-0.7
O=C(CSc1nn(-c2ccc(F)cc2)c(=S)s1)NC(=O)NCc1ccco1	-15.4	1.6	-1.6	2.4	-0.7	-0.6	-0.5	-2.3	-0.2	0.1	0.2
COC(=O)c1ccc(OC)c(-c2c(OC)cc(OC)cc2OC)c1	1.1	1.6	-0.7	0.5	0.8	-1.5	0.5	-0.5	-0.2	-1.1	0.9
Clc1ccc(SCCCCN2CCOCC2)cc1	6.9	8.9	-0.7	-0.8	0.0	0.0	1.5	8.4	0.3	2.1	-3.0
COc1cccc(NC(=O)COC(=O)Cc2ccccc2[N+](=O)[O-])c1	-8.6	-5.0	-1.8	3.3	-0.2	-0.8	0.1	4.7	-1.2	0.8	1.6
Cc1ccc(S(=O)(=O)NCCC(=O)NC2CCCCC2)cc1	-9.2	1.9	-1.0	-1.8	0.4	-1.5	0.8	-6.0	-0.1	-0.6	0.8
Cc1cc(C(=O)CSc2nnc(C3COc4ccccc4O3)n2C)c(C)n1-c1ccc(F)cc1 (stereo not drawn)	-18.1	-6.1	-1.5	-2.1	0.6	0.4	-1.4	2.2	-1.1	0.7	-2.1
CC1(Cc2ccc(Cl)c(Cl)c2)C(=O)Nc2c(Cl)ccc(Cl)c21 (stereo not drawn)	-8.5	-3.0	-2.1	-1.7	-1.4	.	-1.1	3.7	-1.9	-1.5	-3.0
CC(CC(=O)Nc1ccc(C(N)=O)cc1)c1ccccc1 (stereo not drawn)	2.6	-0.5	-0.5	3.4	1.3	0.9	0.7	2.0	0.6	0.3	-2.1
COC(=O)c1ccc2c(=O)n(CC3CCCO3)c(SCC(=O)Nc3ccccc3OC)nc2c1 (stereo not drawn)	1.1	-2.0	-1.7	-1.9	-0.5	0.1	2.3	-0.6	-0.6	4.3	1.0
CS(=O)(=O)N(CCc1ccccc1)CC(=O)Nc1ccc(OCc2ccccc2)cc1	-45.2	-1.4	-1.9	0.3	-2.0	-0.7	-1.8	-2.4	-0.7	-2.4	-0.5
Nc1ccc2nc3n(c(=O)c2c1)CCC3	0.0	-294.7	-1.1	0.2	-2.1	-0.2	-2.1	-5.0	0.6	0.9	-0.8
C#CCOCCOCCOCCNc1nc(N2CCOCC2)nc(N2CCN(C(=O)[C@H](Cc3ccc(O)cc3)n3cc([C@@H](N)CC(C)C)nn3)CC2)n1	1.9	-0.4	-1.2	1.1	1.7	0.9	0.1	-4.7	0.2	0.6	0.4
CCOc1ccc(CNC(=O)C2Cc3cc(S(=O)(=O)N4CCCCC4)ccc3N2C(C)=O)cc1 (stereo not drawn)	0.8	0.2	-0.6	-1.6	1.1	-0.5	0.4	-7.2	-2.5	-0.7	-1.7
Cc1ccc(S(=O)(=O)N2C3CCCCC3O[C@H]2CC(=O)c2ccc(F)cc2)cc1 (stereo partly drawn)	-2.1	-1.0	-1.0	.	-0.2	.	0.2	4.8	1.3	0.1	-2.8
COc1ccc(C2(C)NC(=O)N(CC(=O)NC3(C#N)CCCCC3)C2=O)cc1 (stereo not drawn)	-0.5	-5.0	-0.9	0.8	-1.5	0.5	-1.3	-6.3	0.4	-2.0	-0.2
C#CCNc1nc(C(C)C)nc2c1nnn2Cc1ccccc1F	-14.9	0.9	-1.6	4.1	-1.1	-1.6	0.4	2.2	-1.0	-3.3	-4.4
Cc1ccc(Cl)cc1NC(=S)N/N=C/c1cccc2ccccc12	-14.6	-8.9	-0.7	-2.3	-1.1	-3.0	-1.9	-9.8	-1.8	2.6	-2.3
COC(CNS(=O)(=O)c1cc2c3c(c1)CCN3C(=O)CC2)OC	5.8	-5.2	-0.9	1.0	0.2	0.3	-1.1	7.0	0.0	0.9	-3.8
O=C(CCc1nc2sc3c(c2c(=O)[nH]1)CCCC3)N1CCN(c2ccccc2)CC1	-0.6	-19.2	-1.1	2.7	-1.0	0.7	1.2	6.3	2.4	-0.9	-0.4
COc1ccc(CN(CCC#N)C(=S)NC(=O)c2ccccc2)cc1	13.1	1.0	-0.8	1.0	-0.2	0.5	-0.2	-0.3	-0.1	2.5	0.1
O=C(NCCC1=CCCCC1)C1CCN(C(=O)c2ccc(Cl)cc2)CC1	-0.8	1.9	-1.5	2.5	1.2	-0.2	-0.6	-4.7	0.5	4.8	4.0
Cc1cc(NC(=O)CSc2n[nH]c(=O)[nH]c2=O)ccc1Br	0.0	-5.1	-0.6	1.5	-0.9	1.6	0.9	-2.2	0.3	-1.7	-3.0
COc1ccc(OCCCC(=O)OC(C)C(=O)Nc2cccc(C(C)=O)c2)cc1 (stereo not drawn)	-4.0	-2.5	-1.1	-0.1	-0.9	-0.7	-1.9	6.3	0.1	-0.4	-1.1
Cc1nn(CC(=O)NNC(=S)Nc2ccccc2)c(C)c1[N+](=O)[O-]	19.7*	5.2	0.6	-0.5	0.9	0.0	1.9	-1.9	0.1	-1.2	-3.9
O=C(COC(=O)/C=C/c1cccc(F)c1)NC(=O)NC1CCCC1	-11.1	-1.1	-1.2	-1.1	-1.6	0.7	-0.9	-1.4	2.0	2.7	-5.6
Cc1ccc(S(=O)(=O)Nc2cc(C(=O)N3CCOCC3)ccc2N2CCCCC2)cc1	-5.0	-0.4	-1.4	3.0	0.0	0.2	-0.8	-1.0	-0.1	-1.3	0.1
COc1nc(N(C)C)nc(-n2nnc(C(C)=O)c2C)n1	8.2	-4.8	-1.1	0.1	-1.6	0.4	1.5	4.2	-0.4	3.1	-2.4
COC(=O)c1ccccc1NC(=O)CN(C)S(=O)(=O)c1ccc(OC)c(C)c1	-6.1	-3.8	-1.9	-0.6	0.0	-0.1	0.0	-0.1	-0.2	0.4	-1.9
CCCOc1ccc(/C=N/O)cc1	-0.9	2.9	-0.4	1.9	0.3	0.6	-0.4	6.3	-0.1	3.3	5.5
NS(=O)(=O)c1ccc(CCNC(=O)CCC2COc3ccccc3O2)cc1 (stereo not drawn)	-0.4	0.8	-0.9	-0.8	-0.5	-0.9	-0.7	-5.1	-1.3	1.5	1.0
CCOC(=O)N1CCN(C(=O)CN(C2CCCCC2)S(=O)(=O)c2ccc(C)cc2)CC1	-4.2	0.4	-1.3	-3.5	-0.6	0.6	-0.2	-5.0	0.0	-1.7	-1.4
COc1cccc(C(=O)NCCSCc2ccccc2Cl)c1	-4.3	-1.6	-0.2	0.3	-1.6	0.9	0.9	-1.3	0.5	4.2	1.5
